CDK5 inh: inhibitors of human CDK5/p35 kinase, primary screen, biochemical, single concentration; Cyclin-dependent kinase 5 (Homo sapiens) + Cyclin-dependent kinase 5 activator 1 (Homo …; Recombinant CDK5/p35, ADP-Glo luminescence, 60 min; inhibition, % at 10 µM; 0.01% of 330,000 active; AID 488839, 2010;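 active = highest replicate inhibition of at least 50% and at least 75% of replicates reaching 50%; inconclusive = only one of the two criteria met; inactive = both criteria failed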;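 note: plate controls were DMSO neutral control for no effect and GW8510 at 10 µM for full effect; many of its hits are not listed in these tables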
Rtt109 HAT inh: inhibitors of C. albicans Rtt109/Vps75 HAT, primary screen, biochemical, ThioGlo CoA-SH fluorescence, plate reader; Histone acetyltransferase RTT109 (Candida albicans (strain SC5314 / ATCC MYA-2876)), …; purified Rtt109/Vps75, 4 h; inhibition, % at 34.9 µM; 0.16% of 330,000 active; AID 540336, 2011;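 active = inhibition of at least 50% in every replicate; inconclusive = best replicate reaches 50% inhibition but some replicates fall short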
Target sequence (Q5AAJ8 whole entry, looked up): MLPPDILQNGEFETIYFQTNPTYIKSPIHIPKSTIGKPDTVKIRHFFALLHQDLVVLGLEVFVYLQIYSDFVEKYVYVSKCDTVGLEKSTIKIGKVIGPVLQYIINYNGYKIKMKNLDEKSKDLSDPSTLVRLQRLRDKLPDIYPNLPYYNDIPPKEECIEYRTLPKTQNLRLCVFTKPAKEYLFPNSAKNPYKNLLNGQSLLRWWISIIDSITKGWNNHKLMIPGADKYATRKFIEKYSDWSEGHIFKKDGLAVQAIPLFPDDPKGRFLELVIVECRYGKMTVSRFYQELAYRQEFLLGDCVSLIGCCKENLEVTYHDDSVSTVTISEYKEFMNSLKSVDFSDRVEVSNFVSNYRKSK
cardiac RTF act: cardiac RTF calcium sensitivity activators, primary screen, biochemical, IANBD-TnC fluorescence, EC20 calcium | Troponin I, cardiac muscle (Homo sapiens) + Troponin T, cardiac muscle (Homo sapiens) + … | IANBD-labeled TnC RTF fluorescence at EC20 calcium; 0% EC20 calcium, 100% full calcium | activation, % at 7.2 µM | 0.24% of 340,000 active | AID 493008, 2010;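 active = activation above the mean over all tested compounds plus 3 SD, cut at about 30% in these data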;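 note: rise in fluorescence read as greater calcium sensitivity of cardiac thin filaments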
Tat transport: E. coli Tat export inhibitors, primary screen, MC4100, TorA-mCherry reporter, fluorescence, single point; AID 488895, 2010; inhibition, % at 10 µM; 0.036% of 340,000 active;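 active = mean replicate inhibition at least 50% and at least half of replicates individually reaching 50%; inconclusive = only one of the two criteria met; inactive = neither criterion met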;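 note: exported cargo escapes ClpAP degradation while cytoplasmic cargo is degraded and loses fluorescence; 0% = median of neutral control wells and 100% = median of NaSCN control wells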
Wnt bcat act: Wnt/beta-catenin pathway activators, primary screen, cell-based, plate reader, single point | Wnt/beta-catenin reporter cell assay, activator | AID 743398, 2014 | activation, % at 9.35 µM | 1.2% of 300,000 active; in the data active = activation above about 30%, passing the limit was not always enough; inconclusive = no clear call, values can overlap the other calls;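 note: 0% = neutral control wells and 100% = positive control wells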
MITF act: activators of MITF-driven TRPM1 promoter reporter, primary screen, cell-based, SK-MEL-5, luciferase, single point | SK-MEL-5 TRPM1-promoter luciferase, 24 h; % of positive control, neutral wells = 0 | activation, % at 12.5 µM | 0.75% of 300,000 active | AID 588334, 2011;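 active = mean activation of at least 80% with every replicate also reaching 80%; inconclusive = mean reaches 80% but some replicate falls short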;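 note: 0% = neutral control wells and 100% = parthenolide positive control wells; values of inactives mirror those of a sister screen read the other way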
V-ATPase pH: regulators of yeast V-ATPase proton pumping, primary screen, pHLuorin cytosolic pH fluorescence; S. cerevisiae; response, % at 10 µM; 0.37% of 350,000 active; AID 504577, 2011; in the data active = response mostly above about 7.3%, no sharp cut-off; inactive = mostly below about 5.4%; note: actives read high; inactives centre near 0; some compounds called inactive have numbers as strong as hits; reference of the scale not given here
CAL PDZ FP-1: CAL PDZ peptide-binding inhibitors, primary screen, biochemical, fluorescence polarization, Cer-tagged CAL PDZ, HTS; Golgi-associated PDZ and coiled-coil motif-containing protein (Homo sapiens), Q9HD26; AID 504414, 2011; purified CAL PDZ, TMR-peptide fluorescence polarization, 1 h; inhibition, % at 20 µM; 0.02% of 330,000 active;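 active = highest replicate inhibition of at least 40%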;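 note: plate controls were DMSO neutral control wells for no effect and unlabeled competitor peptide control wells for full effect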
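material = purified tagged CAL PDZ domain construct (CerCALP) | compound dosing = 20 µM, one dose | times = 1 h at RT | measured by = fluorescence polarization from S- and P-plane intensities, G-factor corrected | read-out = inhibition from polarization loss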
dFosB act: activators of delta FosB homodimer, primary screen, biochemical, fluorescence polarization, TAMRA-CDK5 oligo, single point; Protein FosB (Mus musculus), P13346; purified delta FosB; percent of positive-control signal above neutral wells; activation, % at 25 µM; 0.99% of 340,000 active; AID 493131, 2011;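 active = mean activation above about 17%, with every replicate also reaching it, limit read from the data, passing the limit was not always enough; inconclusive = only one of the two conditions met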;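 note: fluorescence polarization rise as delta FosB binds a TAMRA Cdk5 AP-1 oligo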
Target sequence (P13346 whole entry, looked up): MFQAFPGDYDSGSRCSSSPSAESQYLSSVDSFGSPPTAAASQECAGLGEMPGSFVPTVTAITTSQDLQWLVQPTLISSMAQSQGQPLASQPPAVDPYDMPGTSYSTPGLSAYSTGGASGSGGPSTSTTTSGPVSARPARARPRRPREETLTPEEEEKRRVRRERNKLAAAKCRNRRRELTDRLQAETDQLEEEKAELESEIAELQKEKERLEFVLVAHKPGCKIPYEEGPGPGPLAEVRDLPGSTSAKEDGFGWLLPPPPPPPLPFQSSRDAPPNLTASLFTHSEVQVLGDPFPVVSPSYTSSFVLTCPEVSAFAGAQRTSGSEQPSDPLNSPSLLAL
CAL PDZ FP-2: untagged CAL PDZ binding inhibitors, primary screen, biochemical, fluorescence polarization, HTS; Golgi-associated PDZ and coiled-coil motif-containing protein (Homo sapiens), Q9HD26; purified CAL PDZ, TMR-peptide fluorescence polarization, 1 h; inhibition, % at 24.9 µM; 0.92% of 300,000 active; AID 602252, 2012;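 active = mean inhibition of at least 30% with at least half of replicates also reaching 30%; inconclusive = no clear call, values can overlap the other calls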;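 note: 0% = DMSO neutral control and 100% = excess unlabeled competitor peptide PRC23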
The depositor's hits bear a star; ? = inconclusive; nt = not tested or not shown.

Sequence of screens: cardiac RTF act, Wnt bcat act, MITF act, dFosB act, CAL PDZ FP-1, Rtt109 HAT inh, Tat transport, V-ATPase pH, CAL PDZ FP-2, CDK5 inh
- NS(=O)(=O)c1ccc(CNC(=O)c2cccc(Oc3ccccc3)c2)cc1
    3, -2, 0, -1, -0.1, -6, 7, 1, -3, -0.3
- CCNS(=O)(=O)c1ccc(NC(=O)Cc2ccc(F)cc2)cc1
    6, -3, 1, -7, -2.5, 0, 3, 2, -1, 2.4
- COc1ccc(Cn2c(O)c(C=Nc3ccccc3C(=O)O)c3ccccc3c2=O)cc1
    0, 10, -12, -29, -0.4, 9, 0, 3, 23, 0.0
- CCOC(=O)N1CCN(c2c(N3CCN(c4ccc(OC)cc4)CC3)c(=O)c2=O)CC1
    -5, -2, nt, -1, 1.4, -6, 2, 0, nt, -1.7
- CCOc1ccc(NC(=O)CCC(=O)Oc2ccc(C)cc2)cc1
    10, 4, 2, 2, -0.1, -11, 1, -2, 26, -0.6
- COc1cc2c(cc1OC)CN(C(=O)c1ccc(S(=O)(=O)N3CCCCCC3)cc1)CC2
    3, 24, -3, -14, -0.5, 5, -15, 0, 2, 0.2
- OC(CN1CCCCC1)Cn1c2ccccc2c2cc(Br)ccc21 (stereo not given)
    -4, -1, 14, 40*, -3.0, -7, -3, 3, -2, -2.3
- Oc1ccccc1C(=S)N1CCN(C(=S)c2ccccc2O)CC1
    -2, -1, -1, -5, -0.7, nt, -16, -1, -4, -0.7
- COc1ccc(Cl)cc1NC(=S)NC(=O)c1ccco1
    -5, 2, 10, -4, 0.3, 6, 5, 0, -1, -2.8
- COc1cc2c(cc1OC)C1(CCCC1)CNC2C (stereo not given)
    5, -1, 6, -3, -0.3, 8, -6, 2, nt, -2.2
- CSc1ccccc1C(=O)Nc1ccc2c(c1)OCCO2
    -1, nt, 30, -7, -1.1, 2, 3, 3, 2, -1.8
- COc1ccc(Cl)cc1NC(=S)N1CCCCCC1
    -2, 0, 19, -1, -1.4, 5, -7, -1, nt, 0.1
- O=C(Nc1nnc(S(=O)(=O)N2CCCC2)s1)c1ccccc1Cl
    -6, -2, 3, 0, 0.5, 1, -2, 2, nt, 0.4
- CCn1c(SCC(=O)O)nc2ccccc21
    -2, 0, -4, -4, 0.4, 1, 0, 2, nt, -2.9
- Cc1nn(-c2ccccc2)nc1CNC(=O)c1ncoc1-c1ccccc1
    -8, -1, 1, -13, -1.8, -11, 0, 0, -3, 0.3

Reformatted: 3 of the compounds above.
O=C(Nc1nnc(S(=O)(=O)N2CCCC2)s1)c1ccccc1Cl
  cardiac RTF act: -6
  Wnt bcat act: -2
  MITF act: 3
  dFosB act: 0
  CAL PDZ FP-1: 0.5
  Rtt109 HAT inh: 1
  Tat transport: -2
  V-ATPase pH: 2
  CAL PDZ FP-2: nt
  CDK5 inh: 0.4
COc1ccc(Cn2c(O)c(C=Nc3ccccc3C(=O)O)c3ccccc3c2=O)cc1
  cardiac RTF act: 0
  Wnt bcat act: 10
  MITF act: -12
  dFosB act: -29
  CAL PDZ FP-1: -0.4
  Rtt109 HAT inh: 9
  Tat transport: 0
  V-ATPase pH: 3
  CAL PDZ FP-2: 23
  CDK5 inh: 0.0
OC(CN1CCCCC1)Cn1c2ccccc2c2cc(Br)ccc21 (stereo not given)
  cardiac RTF act: -4
  Wnt bcat act: -1
  MITF act: 14
  dFosB act: 40*
  CAL PDZ FP-1: -3.0
  Rtt109 HAT inh: -7
  Tat transport: -3
  V-ATPase pH: 3
  CAL PDZ FP-2: -2
  CDK5 inh: -2.3

Next part:
Sequence of screens: cardiac RTF act, Wnt bcat act, MITF act, dFosB act, CAL PDZ FP-1, Rtt109 HAT inh, Tat transport, V-ATPase pH, CAL PDZ FP-2, CDK5 inh
- CC[C@@]12C(=O)N(c3cccc(Cl)c3)C(=O)N1[C@H](c1cccc(C)c1)[C@@H]1C(=O)N(Cc3ccccc3)C(=O)[C@@H]12
    -4, -3, nt, -2, -0.2, 1, 5, -2, -2, 0.9
- CC1(NC(=O)CCc2ccccc2)CCN(CCCc2ccccc2)C1=O (stereo not given)
    0, 0, 11, 2, -0.3, -3, -11, -2, 1, -0.1
- Fc1cccc(Cl)c1CSc1ccc(-c2cccnc2)nn1
    -2, ?, 47, -21, -1.9, 10, -8, 1, -4, 2.7
- O=C(/C=C/Nc1ccc(F)c(F)c1)c1ccc(Br)cc1
    -5, 12, 66, 4, -2.2, -2, -8, -1, -3, -0.4
- O=S(=O)(c1cc(F)ccc1F)N1CCC2(CC1)OCCN2S(=O)(=O)c1ccccc1
    1, 0, 5, -6, -0.8, 4, 10, 1, -3, -1.2
- COc1ccccc1N(CC(=O)NC1CCCCC1)S(=O)(=O)c1ccccc1
    5, -1, 12, -1, -0.7, 0, -4, -2, -5, 1.7
- CCOC(=O)C1=C(CS(=O)(=O)c2ccccc2)NC(=O)NC1c1ccccc1 (stereo not given)
    1, 3, -3, 0, -1.6, 1, -6, -1, 4, -1.5
- CS(=O)(=O)c1ccc(C(=O)NCC(c2ccco2)N2CCCCC2)cc1 (stereo not given)
    0, -1, -12, 1, -2.9, -11, 19, 4, -7, -3.1
- O=C(c1ccco1)N1CCN(S(=O)(=O)c2ccc(S(=O)(=O)NC3CCCC3)cc2)CC1
    2, -1, -8, 1, -0.6, -5, -9, -2, -11, -0.7
- CCOc1cc(C2C(C#N)=C(N)Oc3n[nH]c(-c4ccccc4)c32)ccc1O (stereo not given)
    -2, 0, -3, -9, 0.4, 21, 0, 1, -1, 2.1
- CC(C)=Cc1oc2ccc([N+](=O)[O-])cc2c1N1CCOCC1
    -9, -2, 6, -9, nt, 5, -8, 3, 8, 2.3
- Cc1ccc(NC(=O)C2(c3ccccc3)CCOCC2)cc1
    -2, 1, 8, 7, nt, -1, -15, 1, -6, 0.3
- C=CCn1c(C)nnc1SCC(=O)NC1CCCCC1
    -3, 1, 10, 5, -1.0, 28, -5, -5, 0, 0.6
- COc1ccc(CCNC(=O)COc2ccc(S(=O)(=O)NC3CCCCC3)cc2Cl)cc1OC
    -8, -2, -5, -17, -2.8, 3, 10, -2, 2, 0.1
- COC(=O)c1c(NC(=O)CN(c2ccc(C)c(C)c2)S(C)(=O)=O)sc2c1CCCC2
    -3, -3, -14, -13, -0.4, -6, 2, 3, -1, -0.8
- Cc1cccn2c(CNCC(C)Oc3cccnc3)c(C(=O)N3CCOCC3)nc12 (stereo not given)
    0, 5, 5, -2, -0.8, 2, -6, -4, 10, 1.5
- CN(C(=O)COC(=O)c1ccc([N+](=O)[O-])cc1Cl)C1CCCCC1
    1, -1, 2, -9, -2.2, 14, 4, -4, -2, -1.4
- CC(=O)N(C)c1nc(N)n(-c2ccccc2)n1
    0, -4, 5, -6, -3.0, -4, -4, 2, -6, -2.6
- O=C(OCc1c(-c2ccccc2)ncc2ccccc12)c1ccccc1C(F)(F)F
    -11, 3, -3, -2, -0.2, -4, 3, 1, -1, -0.7
- CCCCOC(=O)Nc1ccccc1C(=O)N1CCCC1
    3, nt, -6, -1, -0.6, -2, -9, -3, 2, 2.1
- c1cncc(CNc2ncnc3ccc(-c4ccc5c(c4)OCO5)cc23)c1
    3, -13, 2, -21, -4.3, -1, -5, -1, -1, -1.2
- O=C(Nc1cccc(Cl)c1)c1nc[nH]c1C(=O)NCCN(CCNC(=O)c1[nH]cnc1C(=O)Nc1cccc(Cl)c1)CCNC(=O)c1[nH]cnc1C(=O)Nc1cccc(Cl)c1
    6, 2, -2, -19, -1.2, 2, -1, 1, -4, -1.1
- CCOC(=O)c1ccc(NC(=O)c2nc(S(=O)(=O)Cc3ccccc3)ncc2Cl)cc1
    5, -9, -78, -4, -1.3, 12, 6, -1, 7, -1.3
- CC[C@]12c3[nH]c4ccccc4c3CCN1C(=O)C(CC(=O)NCC13CC4CC(CC(C4)C1)C3)C[C@@H]2C(=O)N1CCN(C(=O)C2CC2)CC1 (stereo not given in full)
    5, -4, -9, -22, -1.3, -5, 29, 0, 12, -0.1
- CCOC(=O)c1c(C)[nH]c(C(=O)OCC(=O)Nc2sccc2C(N)=O)c1C
    -14, 0, -39, 22*, -4.2, -3, -4, 4, -1, 0.9
- COc1cccc(-c2cc(C(=O)NCc3cccs3)no2)c1
    1, 3, 134*, 2, -1.1, -5, -8, 1, -2, -1.8
- C=CCC1c2cccc(C(=O)OC)c2C(=O)N1c1ccccc1 (stereo not given)
    -1, 6, nt, 1, nt, -2, 0, 0, -9, -0.5
- CCc1ccc2c(CN(CC)Cc3nc4ccccc4c(=O)[nH]3)cc(=O)oc2c1
    -2, 0, 6, -15, -1.5, 6, -6, 1, 2, 0.7
- Cc1nc(CNC(=O)c2cc(COc3ccc(F)cc3Cl)on2)cs1
    2, -2, 17, -4, 1.1, 2, -12, 4, 1, 0.0
- CCOC(=O)C1=C(N)OC2=C(C(=O)CC(C)(C)C2)C1c1ccc(CC)s1 (stereo not given)
    6, 1, 17, -7, 0.8, 0, 9, 1, -3, -1.2
- CC(=O)c1c(C)[nH]c(C(=O)COC(=O)c2cccc(S(=O)(=O)N(C)c3ccccc3)c2)c1C
    2, nt, -31, -6, -1.3, -6, -1, 0, 0, 0.1

Compound activity deposited in PubChem by several laboratories.
